# Screening data: PubChem BioAssay, The Scripps Research Institute Molecular Screening Center
# MITF inh – human MITF inhibition, primary screen; AID 1259374; inhibition, % at 2.6 µM; AlphaScreen MITF homodimerization, bead proximity signal; hit rate 0.91% among 650,000; in the data active = inhibition above about 50%;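 also: 0% = vehicle wells with protein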
# TEAD-YAP block – TEAD-YAP interaction inhibition | inhibition, % at 9.12 µM | HEK-TIYL cells, TEAD-Gal4/YAP UAS-luciferase luminescence | hit rate 1.4% among 640,000; in the data active = inhibition above about 32%;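 also: 0% = median of test compound wells and 100% = reference inhibitor wells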
# GPR151 activ – human GPR151 activation | Q8TDV0 | PathHunter beta-arrestin GPR151 cells, luminescence | activation, % at 11.2 µM | hit rate 1% among 650,000 | AID 1508602; in the data active = activation above about 4.9%;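 also: 0% = median of compound wells and 100% = cells with positive control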
# FBW7 activator – activators of human E3 ligase FBW7. Q969H0. AlphaScreen FBW7–phospho-cyclin E peptide binding, activator screen. normalized activity (activation), % at 26.1 µM. hit rate 0.13% among 650,000. AID 1259310; in the data active = normalized activity above about 1.9%;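 also: purified mutant Fbw7 with reduced substrate affinity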
# Target sequence (Q969H0 whole entry, looked up): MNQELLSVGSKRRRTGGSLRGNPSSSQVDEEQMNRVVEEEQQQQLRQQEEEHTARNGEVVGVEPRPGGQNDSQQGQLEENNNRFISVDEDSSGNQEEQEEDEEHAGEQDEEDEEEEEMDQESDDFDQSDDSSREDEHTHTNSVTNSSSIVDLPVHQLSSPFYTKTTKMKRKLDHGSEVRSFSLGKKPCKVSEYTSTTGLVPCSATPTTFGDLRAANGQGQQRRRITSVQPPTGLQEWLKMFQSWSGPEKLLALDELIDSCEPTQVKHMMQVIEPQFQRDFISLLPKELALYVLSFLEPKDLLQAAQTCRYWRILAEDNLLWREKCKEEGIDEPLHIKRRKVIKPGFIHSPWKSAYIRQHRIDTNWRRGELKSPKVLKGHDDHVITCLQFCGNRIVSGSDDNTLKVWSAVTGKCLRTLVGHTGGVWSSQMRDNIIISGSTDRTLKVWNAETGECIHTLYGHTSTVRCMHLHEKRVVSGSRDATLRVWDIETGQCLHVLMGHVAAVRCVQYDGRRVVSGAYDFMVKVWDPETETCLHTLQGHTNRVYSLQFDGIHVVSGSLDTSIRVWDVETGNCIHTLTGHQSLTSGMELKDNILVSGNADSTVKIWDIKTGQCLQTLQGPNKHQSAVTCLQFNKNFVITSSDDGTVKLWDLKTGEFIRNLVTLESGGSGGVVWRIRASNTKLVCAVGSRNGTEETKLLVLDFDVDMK
# Numbers without * were called inactive.
# Codes – A = MITF inh; B = TEAD-YAP block; C = GPR151 activ; D = FBW7 activator
CCOC(=O)C1CCN(C2CC(=O)N(c3ccc(C(=O)O)cc3)C2=O)CC1 (configuration not stated)
  A: 12	B: -7	C: -0.8	D: 0.1

CN(C(=O)c1cc(C(=O)N(C)C2CCCCC2)cc([N+](=O)[O-])c1)C1CCCCC1
  A: -1	B: 7	C: 0.8	D: -0.1

O=C(Nc1nc2c(s1)CN(Cc1ccccc1)CC2)c1ccc2ccccc2c1
  A: 5	B: 33*	C: 4.3	D: 0.2

Cc1cccc(-n2cc(-c3ccccc3)c3c(NCCN4CCOCC4)ncnc32)c1
  A: 14	B: -6	C: -1.7	D: 0.1

COc1cccc(CCc2nnc(CCC(=O)N3CCCCC3C)o2)c1 (configuration not stated)
  A: 14	B: -12	C: 0.3	D: 0.2

CCOC(=O)c1ccc(NC(=O)Cn2nnc(-c3ccc(C)cc3)n2)cc1
  A: 11	B: 6	C: -0.3	D: 0.2

O=C(COc1ccc(Cl)cc1)N1CCN(S(=O)(=O)c2ccc(F)cc2)CC1
  A: -21	B: -5	C: 0.2	D: -0.2

C=CCn1c(SCC(=O)c2cccs2)nc2sc3c(c2c1=O)CCCC3
  A: -3	B: 0	C: 0.2	D: 0.0

COCCCNC(=O)Cn1cc(/C=C(\C#N)C(=O)NCc2cccs2)c2ccccc21
  A: -5	B: 4	C: 0.1	D: -0.2

CCOc1ccc(-c2c(C#N)c(N)nc(SCC(=O)c3ccc(Cl)cc3)c2C#N)cc1
  A: 3	B: 10	C: 1.1	D: 0.0

COc1cc(Nc2nc(Nc3ccncc3)nc3c2ncn3C2CCCCC2)cc(OC)c1OC
  A: 3	B: 5	C: 6.1*	D: -0.2

CCCOC(=O)c1ccc(NC(=O)/C=C/c2cc(OC)c(OC)c(OC)c2)cc1
  A: -10	B: -1	C: -1.0	D: 0.2

CCN(CC)Cc1c(C(=O)N/N=C/c2ccccn2)nnn1-c1nonc1N
  A: 15	B: 6	C: 0.2	D: -0.4

CCSCCOC(=O)C1=C(C)NC2=C(C(=O)CCC2)C1c1ccc(OC)c(OC)c1OC (configuration not stated)
  A: 3	B: 8	C: -0.9	D: 0.3

Cc1nc(N2CCC(C(=O)N3CCSCC3)CC2)nc2ccccc12
  A: -15	B: -5	C: 1.4	D: 0.1

# Codes – A = MITF inh; B = TEAD-YAP block; C = GPR151 activ; D = FBW7 activator
Cc1ccc(C)c(-n2c(SCC(N)=O)nnc2-c2ccco2)c1
  A: 10	B: -6	C: -0.3	D: 0.0

CCOC(=O)C1CCN(C2c3ccccc3-c3ccccc32)CC1
  A: 7	B: 6	C: 0.4	D: -0.1

COc1ccc(CCNC(=O)CCn2c(SCc3ccc(Cl)cc3)nc3cc4c(cc3c2=O)OCO4)cc1OC
  A: 9	B: 2	C: 3.0	D: 0.3

COc1ccccc1CC(=O)Nc1ccc2nc3n(c(=O)c2c1)CCCC3
  A: 7	B: -44	C: -0.8	D: 0.0

O=C(Nc1ccc(F)cc1)C1CCN(C(=O)c2ccccc2)CC1
  A: -24	B: 5	C: 1.3	D: 0.0

CCc1cc2cc3c(cc2nc1SCC(=O)NC(C)(C)C)OCCO3
  A: 10	B: 47*	C: -0.7	D: 0.1

O=C(Nc1ccc2c(c1)CN(C(=O)Cn1cncn1)CC2)C1CCCO1 (configuration not stated)
  A: 30	B: -11	C: -1.0	D: 0.1

CCOC(=O)c1[nH]c(Cc2[nH]c(C)cc2C)c(C(C)=O)c1C
  A: 1	B: 8	C: 0.0	D: -0.2

O=C(CC1CSc2nc3c(cnn3-c3ccccc3)c(=O)n21)N1CCc2ccccc2C1 (configuration not stated)
  A: -6	B: -2	C: -1.7	D: 0.0

COc1ccc(NC(=S)NC2CC2)cc1
  A: -24	B: 7	C: 0.5	D: 0.1

Cc1ccc(NC(=S)NC(=O)C2CCCCC2)nc1
  A: 21	B: -70	C: -1.4	D: 0.6

O=C(CSc1nc2[nH]ncc2c(=O)n1-c1cccc(C(F)(F)F)c1)NCc1cccc(Cl)c1
  A: -1	B: 10	C: 0.8	D: -0.1

CCC(=O)Nc1sccc1C(=O)OC
  A: -6	B: -8	C: -0.7	D: -0.1

Fc1ccc(-c2nnc3sc(CN4CCc5ccccc5C4)cn23)cc1
  A: 15	B: 1	C: 0.5	D: -0.1

N#Cc1c(C(F)(F)F)cc(-c2ccccc2)nc1SCC(=O)N1CCOCC1
  A: 5	B: 6	C: 0.7	D: 0.0

# Continued, overlapping the part above by three compounds.
# Codes – A = MITF inh; B = TEAD-YAP block; C = GPR151 activ; D = FBW7 activator
CCC(=O)Nc1sccc1C(=O)OC
  A: -6	B: -8	C: -0.7	D: -0.1

Fc1ccc(-c2nnc3sc(CN4CCc5ccccc5C4)cn23)cc1
  A: 15	B: 1	C: 0.5	D: -0.1

N#Cc1c(C(F)(F)F)cc(-c2ccccc2)nc1SCC(=O)N1CCOCC1
  A: 5	B: 6	C: 0.7	D: 0.0

CC(C)c1cc(=O)[nH]c(-n2nc(-c3ccco3)cc2NC(=O)c2ccc(F)cc2F)n1
  A: 10	B: 1	C: 0.2	D: 0.1

COc1ccccc1/C=N/n1c(C)nnc(-c2ccccc2)c1=O
  A: 1	B: 12	C: -0.7	D: -0.1

COCc1cc(C)nc(SCC(=O)N2CCN(c3ccccc3)CC2)c1C#N
  A: -8	B: 1	C: 0.8	D: -0.5

CC(C)OC(=O)c1sc2nc3cc4c(cc3cc2c1N)OCO4
  A: 3	B: -46	C: -1.6	D: 0.7

CCCCOc1ccccc1/C=C(\C#N)c1nc2ccccc2[nH]1
  A: -1	B: 5	C: 1.2	D: 0.2

CCCN(CCC)C/C(=N/O)C(=O)Nc1ccccc1
  A: 21	B: -3	C: -1.3	D: 0.2

CN(C)c1ccc(/C=C2\C(=O)NC(=O)N(C(C)(C)C)C2=O)cc1[N+](=O)[O-]
  A: 2	B: 0	C: 0.0	D: -0.1

O=C(NC1CCCCC1)N1CCC(c2nnc(-c3ccco3)o2)CC1
  A: -8	B: -5	C: -1.2	D: 0.0

Cc1ccc(-n2nnc(-c3nc(-c4cccnc4)no3)c2N)cc1
  A: -1	B: -10	C: -0.1	D: -0.1

COC(=O)c1c(NC(=O)Cn2nc([N+](=O)[O-])c(Cl)c2C)sc2c1CCCC2
  A: -5	B: -2	C: -0.8	D: -0.3

COc1cc(S(=O)(=O)Nc2ccc(I)cc2)c(C)cc1C
  A: 8	B: -8	C: -1.2	D: 0.1

COCCN1C(=O)C(=O)/C(=C(/O)c2ccccc2)C1c1ccccc1[N+](=O)[O-] (configuration not stated)
  A: -1	B: -20	C: 0.8	D: -0.1

COc1ccc(/C=N/c2nn[nH]n2)cc1
  A: 3	B: -6	C: 0.2	D: -0.1

O=C(Nc1nc(-c2ccc([N+](=O)[O-])cc2)cs1)C1CC1
  A: 18	B: -9	C: 0.9	D: 0.0

COc1ccc(-n2nc3c(c2NC(=O)c2ccc4c(c2)OCO4)CS(=O)C3)cc1 (configuration not stated)
  A: 4	B: 5	C: 0.8	D: 0.0

# Codes – A = MITF inh; B = TEAD-YAP block; C = GPR151 activ; D = FBW7 activator
CCc1ccc(NC(=O)CN(c2cccc(C)c2)S(C)(=O)=O)cc1
  A: 10	B: -1	C: 1.8	D: 0.4

CCNc1nc(Nc2ccc(NC(C)=O)cc2)c2[nH]cnc2n1
  A: -3	B: -6	C: -0.1	D: -0.2

COc1ccc(-c2ccc3c(c2)CC(CNC(=O)c2ccoc2)O3)nn1 (configuration not stated)
  A: -13	B: -4	C: -0.7	D: -0.1

CC1CCCN(CCCNC(=O)CN2C(=O)/C(=C/c3ccccc3)Sc3ccccc32)C1 (configuration not stated)
  A: -5	B: -2	C: 0.4	D: -0.3

Cc1nn(C)c(C)c1-c1nc(NCCOc2ccccc2)c2ncn(-c3ccsc3)c2n1
  A: -2	B: -14	C: 4.1	D: -0.1

CN1CCC2(CCN3CCc4c(oc5ccccc45)C3C2)N(C)C1=O (configuration not stated)
  A: 11	B: 6	C: -0.7	D: 0.0

Cc1cccc(C(=O)Nc2sc3c(c2C(N)=O)CC(C)CC3)c1 (configuration not stated)
  A: 18	B: -21	C: -0.4	D: 0.0

ONc1cccnc1-n1nc(C(F)(F)F)cc1C(F)(F)F
  A: 10	B: 0	C: 0.5	D: 0.0

Cc1cccc(NC(=O)CSc2nc(=O)n(CCN(C)C)c3c2CCCC3)c1
  A: -4	B: 0	C: 0.0	D: -0.1

CC(Oc1ccc(-c2ccccc2)cc1)C(=O)N1CCOCC1 (configuration not stated)
  A: -8	B: -21	C: -2.5	D: -0.4

CCOC(=O)c1[nH]c(C)c(C(=O)NC(C)CC)c1C (configuration not stated)
  A: 18	B: 13	C: 0.7	D: 0.2

CC1=C(C#Cc2ccccc2)c2ccccc2OC1(NCc1ccccc1)c1ccccc1 (configuration not stated)
  A: 8	B: 11	C: 0.4	D: -0.2

CCOc1cccc2cc(C(=O)Nc3ccc(OC)c(OC)c3)c(=Nc3ccc(C(=O)O)cc3)oc12
  A: 5	B: -8	C: 1.1	D: -0.1

O=c1n(Cc2ccccn2)c2cccnc2n1Cc1cccs1
  A: 8	B: 3	C: -0.9	D: 0.0

O=[N+]([O-])c1cc([N+](=O)[O-])c(N2CCOCC2)cc1Cl
  A: 2	B: 1	C: -0.9	D: 0.5

# An excerpt from the list above, for reference:
# Codes – A = MITF inh; B = TEAD-YAP block; C = GPR151 activ; D = FBW7 activator
CCOC(=O)C1CCN(C2CC(=O)N(c3ccc(C(=O)O)cc3)C2=O)CC1 (configuration not stated)
  A: 12	B: -7	C: -0.8	D: 0.1

CN(C(=O)c1cc(C(=O)N(C)C2CCCCC2)cc([N+](=O)[O-])c1)C1CCCCC1
  A: -1	B: 7	C: 0.8	D: -0.1

O=C(Nc1nc2c(s1)CN(Cc1ccccc1)CC2)c1ccc2ccccc2c1
  A: 5	B: 33*	C: 4.3	D: 0.2

Cc1cccc(-n2cc(-c3ccccc3)c3c(NCCN4CCOCC4)ncnc32)c1
  A: 14	B: -6	C: -1.7	D: 0.1

COc1cccc(CCc2nnc(CCC(=O)N3CCCCC3C)o2)c1 (configuration not stated)
  A: 14	B: -12	C: 0.3	D: 0.2

# Following part:
# Codes – A = MITF inh; B = TEAD-YAP block; C = GPR151 activ; D = FBW7 activator
COc1cccc(NC(=O)n2ncc3cc(Cl)ccc32)c1
  A: -2	B: -55	C: -6.1	D: 0.0

CCC(=O)Nc1ccc(S(=O)(=O)Nc2cc(-c3ccc(OC)nn3)ccc2C)cc1
  A: 23	B: -14	C: -0.6	D: 0.4

CCc1ccc2oc(-c3cccc(NC(=O)c4ccccc4F)c3)nc2c1
  A: 22	B: -78	C: -1.1	D: 0.2

O=C(Nc1nc2c(ccc3ccccc32)s1)c1cc(Cl)ccc1[N+](=O)[O-]
  A: 0	B: -4	C: 2.4	D: -0.1

COc1ccc(/C=C/C(=O)N2CCN(c3ccc([N+](=O)[O-])cc3)CC2)cc1
  A: -4	B: -8	C: 1.1	D: 0.1

O=C(CC12CC3CC(CC(Br)(C3)C1)C2)Nc1cccc2c(=O)[nH][nH]c(=O)c12
  A: -7	B: -3	C: 0.1	D: -0.1

COc1ccc(-c2noc(CN3CCC(CCNC(C)=O)CC3)n2)c(OC)c1OC
  A: 12	B: 1	C: 0.6	D: 0.1

O=C(Nc1ccc(-c2nc3ccccc3[nH]2)cc1)c1cc([N+](=O)[O-])ccc1N1CCOCC1
  A: 9	B: -4	C: 0.0	D: -0.1

CCn1c(N2CCC(C(=O)NC3CC3)CC2)nc2ccccc21
  A: -4	B: 12	C: -0.1	D: 0.3

C/C(=C\C(=O)Nc1ccc(Cl)cc1)NCc1ccco1
  A: 10	B: -8	C: 2.1	D: 0.3

CNC(=O)/C(C#N)=C/c1cn(CC(=O)NCc2ccco2)c2ccccc12
  A: -7	B: -3	C: 1.9	D: -0.1

COc1cccc(/C=N/NC(=S)Nc2cccc(C(=O)O)c2)c1O
  A: 112*	B: 61*	C: -9.0	D: -0.1

Nc1ccc(/C=C/C(=O)c2ccco2)cc1
  A: 12	B: -38	C: -0.7	D: 0.2

COc1cccc(C2C3=C(Nc4ncnn42)c2ccccc2OC3c2ccc(C)cc2)c1 (configuration not stated)
  A: 10	B: -13	C: 0.2	D: -0.1

CCOC(=O)c1c(NC(=O)c2ccc(Cl)c([N+](=O)[O-])c2)sc2c1CCCC2
  A: 12	B: 0	C: -0.7	D: 0.5

# Codes – A = MITF inh; B = TEAD-YAP block; C = GPR151 activ; D = FBW7 activator
CCCOC(=O)CSC1=C(C#N)C(c2ccccc2OCC)C(C#N)C(=O)N1 (configuration not stated)
  A: 12	B: 4	C: 0.6	D: 0.0

CCOC(=O)c1ccc(-n2c(C)cn3c4c(=O)n(CC(C)=O)c(=O)n(C)c4nc23)cc1
  A: 5	B: -3	C: 2.3	D: -0.1

O=C(O)c1cccnc1Nc1cccc2ccccc12
  A: -3	B: -11	C: 4.2	D: 0.2

CC(C)CCn1nnnc1C(CC(C)C)N1CCN(C(=O)c2ccco2)CC1 (configuration not stated)
  A: -1	B: -8	C: -0.2	D: -0.1

Nc1c(C(=O)c2cccs2)sc2nc3c(c(-c4ccc(Cl)cc4)c12)CCC3
  A: 3	B: 8	C: -0.7	D: 0.7

# Among those listed so far, two contain two or more sulfur atoms.
# Codes – A = MITF inh; B = TEAD-YAP block; C = GPR151 activ; D = FBW7 activator
C=CCn1c(SCC(=O)c2cccs2)nc2sc3c(c2c1=O)CCCC3
  A: -3	B: 0	C: 0.2	D: 0.0

Nc1c(C(=O)c2cccs2)sc2nc3c(c(-c4ccc(Cl)cc4)c12)CCC3
  A: 3	B: 8	C: -0.7	D: 0.7
